Myeloid diff 2: compounds promoting myeloid differentiation. ER-HoxA9 myeloid progenitors, lysozyme-GFP differentiation, flow cytometry. calls only at 10 µM. 1% of 360,000 active. AID 624256;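 active means normalized GFP-positive differentiation at or above the plate's own cutoff, the solvent-only control mean plus 3 SD; inconclusive means no clear call, values can overlap the other calls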;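 further: cells exposed to compound for four days before flow analysis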
Myeloid diff 2 GFP+ MAC1+ %: second read-out of Myeloid diff 2, no call of its own (marks repeat the call); GFP+ MAC1+ double positive, %; measured here: differentiation confirmed by MAC1 staining
* hit, by the source's call; i = inactive; ? = inconclusive; nt = no result given; + = active, no number.

SMILES	Myeloid diff 2	Myeloid diff 2 GFP+ MAC1+ %
COc1ccc([C@H]2C[C@H](n3cc(C4CC4)nn3)[C@@H](O)CN2C(=O)C2CCCCC2)cc1	i	0.6
CS(=O)(=O)c1ccc(C(=O)N2CCN(C(=O)c3ccco3)CC2)cc1	i	0.7
Cc1ccc(-c2cnc3c(c2)C(=O)N([C@H](C)CO)C[C@H](C)[C@@H](CN(C)Cc2ccccc2F)O3)cc1	i	1.5
Cc1oc(=O)cc(OCc2ccccc2)c1C	i	0.3
COc1ccc(N(C)S(=O)(=O)c2cccc(C(=O)OCC(=O)Nc3cc(C)ccc3OC)c2)cc1	i	0.7
COc1cccc(OCc2ccc(Cn3nc(NC(=O)NCCc4ccc(OC)c(OC)c4)c4ccccc43)cc2)c1	i	0.0
CCOC(=O)C1(C)CCCCN1C(=O)c1ccoc1 (configuration not stated)	i	0.7
COc1ccc(NC2=Nc3ccccc3N[C@@]23C[C@H]2CCCC(=O)N4CC[C@@H](C3)[C@@H]24)cc1	i	1.6
CS(=O)(=O)c1ccc(-c2csc(C(O)c3cccc(Cl)c3)n2)cc1 (configuration not stated)	i	0.8
CC(C)(C)c1ccc(C(O)c2ncc(-c3ccc4ccccc4c3)[nH]2)cc1 (configuration not stated)	i	1.5
COc1ccc(CN2CCC(C)(Oc3ccc(C(C)=O)cc3)C2)c2ccccc12 (configuration not stated)	i	0.4
CN(Cc1ccncc1)C(=O)[C@@H]1CCCN1C(=O)[C@@H]1CCCN1	i	1.3
Cc1cc2nc(C3CCCCC3)c(Cc3cccc(Cl)c3)n2c(C)c1Br	i	0.6
O=C(O)CC/C(=C/c1cccc(NC(=O)c2ccccc2Cl)c1)c1nc2ccccc2s1	i	1.9
COc1cccc(OCC(=O)NC2CCS(=O)(=O)C2)c1 (configuration not stated)	i	1.3
CCOC(=O)c1c[nH]n2c(=S)ncnc12	i	1.0
O=[N+]([O-])c1ccc(NN=Cc2ccc(O)cc2O)nc1	?	nt
COc1cc(C=O)ccc1OCc1cn(CC(=O)c2ccc(O)cc2)nn1	i	0.2
COc1ccc2nc(N3C(=O)C(O)=C(C(=O)c4ccco4)C3c3ccco3)sc2c1 (configuration not stated)	i	0.8
COc1ccc(OC(F)(F)F)cc1CC1(C)C(=O)Nc2ccc(-c3ccsc3)cc21 (configuration not stated)	i	1.0
CCCCCCN1C[C@H](n2cc(C3CC3)nn2)[C@@H](O)C[C@@H]1c1ccccc1	i	0.4
O=c1cc(Br)c(O)c(Br)cc1Br	i	1.8
C[C@@H]1CN([C@@H](C)CO)C(=O)c2cc(C#CCN(C)C)cnc2O[C@H]1CN(C)Cc1ccc2c(c1)OCO2	i	2.1
CCCCn1c(N)c(N(C(=O)CSc2nnnn2-c2ccccc2C)C2CCCC2)c(=O)[nH]c1=O	i	1.2
COc1ccc(N2CC(C(=O)NCc3n[nH]c(=O)c4ccccc34)CC2=O)cc1 (configuration not stated)	i	0.3

Later entries
SMILES	Myeloid diff 2	Myeloid diff 2 GFP+ MAC1+ %
CCOc1ccc(CCN2C(=S)N([C@@H](Cc3ccccc3)CN3CCC[C@@H]3CN3C(=S)NC[C@@H]3CC(C)C)C[C@@H]2Cc2ccccc2)cc1	?	nt
Cc1cccc(COc2ccc(S(=O)(=O)N3CCOCC3)cc2[N+](=O)[O-])c1	i	0.8
Oc1ccc(C[C@H]2CNC(=S)N2CC2CCCN2C[C@H](Cc2ccccc2)N2C[C@H](Cc3ccc(O)cc3)N(CCc3ccccc3)C2=S)cc1 (some centres not stated)	i	0.2
CC1C(=O)N(Cc2cn(Cc3ccco3)nn2)CCS(=O)(=O)N1Cc1ccc(-c2ccc(F)cc2Cl)cc1 (configuration not stated)	i	2.1
COc1cc2c(cc1OC)C(=Cc1ccc(N(C)C)cc1)C=C2	i	0.6
O=C(Nc1nnc([C@H]2C[C@H](O)[C@@H](CO)O2)s1)c1cccc(Oc2ccccc2)c1	i	0.3
COc1cc(C(=O)NC2CCN(C)CC2)ccc1Nc1ncc2c(n1)N(C1CCCCC1)CCC(=O)N2C	?	nt
Cc1ccc(C)c(S(=O)(=O)N2CCCC2CNC(=O)C(=O)Nc2ccccc2)c1 (configuration not stated)	i	0.7
Cc1cnc2nc(-c3ccccc3)ccc2c1	i	0.6
O=C(NCc1ccc(Cl)cc1Cl)Nc1nc([C@@H]2O[C@H](CO)[C@@H](O)[C@H](O)[C@H]2O)cs1	i	1.8
CCOC(=O)C(Cc1nc(OCc2ccccc2)cc(OCc2ccccc2)n1)=NO	i	0.6
COCOCCn1cc(CN2CCS(=O)(=O)N(Cc3ccc(-c4ccc(OC)cc4)cc3)C(CC(C)C)C2=O)nn1 (configuration not stated)	i	7.7
O=C1N(c2ccccc2)C(c2ccccc2)C12CCCCC2 (configuration not stated)	i	1.4
CC(C)(C)C(=O)c1c(N)[nH]c(C(=O)c2ccccc2)c1-c1ccc(C(F)(F)F)cc1	i	0.6
CCNC(=O)c1cc2c(c(-c3cccc(-c4cc5ccccc5o4)c3)n1)[C@H](CCO)N(C(=O)NC(C)C)C2	i	1.8
O=C(Nc1ccccc1Cl)c1cc(C2CCCN(C(=O)OCCF)C2)on1 (configuration not stated)	i	1.2
CCCCCCCCN1C(=O)[C@H](CC(=O)NCCCN2CCCC2=O)C[C@@]2(C(=O)OC)CC(C)(C)CC=C12	i	2.1
CC(C)(C)c1ccc2cccc(F)c2n1	i	0.3
CCNC(=O)C1CCCN(C(=O)c2cccc3ccccc23)CC1 (configuration not stated)	i	1.7
Cc1cnc(CNC(=O)c2ccc3sc([C@@H]4O[C@H](CO)[C@H](O)[C@H](O)[C@H]4O)nc3c2)cn1	i	0.8
CC(=O)c1c(C)[nH]c(C(=O)OCC(=O)NCc2ccccc2)c1C	i	0.8
COc1ccc(NC(=O)C[C@H]2C(=O)N(C3CCCCC3)C[C@@H]2c2ccccc2)cc1	i	1.4
O=C(NCC1CCCO1)c1ccc(S(=O)(=O)Nc2ccc(F)cc2)cc1 (configuration not stated)	i	0.6
COc1ccc(-n2c(SCC(=O)Nc3cc(C)on3)nc3c(c2=O)SC(C)C3)cc1 (configuration not stated)	i	0.7
O=c1[nH]c2ccccc2n1C1CCN(CCOc2ccccc2)CC1	i	0.7

Further records:
SMILES	Myeloid diff 2	Myeloid diff 2 GFP+ MAC1+ %
CC1CCc2sc(C(=O)NCC3CCCO3)cc2C1 (configuration not stated)	i	0.7
C#CCN(C[C@@H]1[C@@H](OC(=O)NCc2ccco2)[C@@H](OC(=O)NCc2ccco2)Cn2c(=O)ccc(=O)n21)S(=O)(=O)c1ccc(C)cc1	i	1.0
CCOC(=O)c1cc(=O)nc(N)s1	i	0.3
CC(=O)NC(C)(c1ccccc1)c1nc(-c2cccc(C#N)c2)cs1 (configuration not stated)	i	1.1
Cc1cc(N(C)C)cc(C)c1N=Nc1cc[n+]([O-])cc1	i	1.0
C#CCN(C[C@H]1[C@H](OC(=O)NCc2ccc(OC)c(OC)c2)[C@H](OC(=O)NCc2ccc(OC)c(OC)c2)C[C@H]2C(=O)N(c3ccccc3)C(=O)[C@@H]12)S(=O)(=O)c1ccc(C)cc1	i	1.9
COc1cccc(C(NC(C)=O)c2nc(-c3ccc4c(c3)OCO4)cs2)c1 (configuration not stated)	i	0.5
C[C@H]1CN([C@@H](C)CO)C(=O)CCCn2cc(nn2)CO[C@@H]1CN(C)S(=O)(=O)c1ccc(-c2ccccc2)cc1	i	1.1
O=C(O)CN(CC(=O)O)CC(=O)O	+	3.0*
Cc1onc(-c2ccccc2)c1-c1nnc(COC(=O)c2ccc(O)cc2)o1	i	0.6
CC1=C(C(=O)N2CCCCCC2)CC(CC(=O)NC2CCCC2)C(=O)N1Cc1ccccc1 (configuration not stated)	i	0.7
Cc1cc(C(=O)NNC(=O)c2ccc(C)c([N+](=O)[O-])c2)c(C)o1	i	1.2
C[C@]12c3[nH]c4ccc(Cl)cc4c3CCN1C(=O)[C@@H](CC(=O)NCc1ccco1)C[C@@H]2C(=O)N1CCCCC1	i	0.8
Cc1cccc(-c2noc(CCC(=O)N3CCN(c4cc(C)ccc4C)CC3)n2)c1	i	1.2
Cc1ccc(C(=O)OCC(=O)NC2CCCCCCC2)cc1C	i	0.6
COc1ccc(C(=O)NCCNc2nc3cc(C)cc(C)c3cc2C#N)nc1	i	2.4
COc1ccc(S(=O)(=O)N2CCN(C(=O)Cc3ccsc3)CC2)cc1	i	1.3
CC(C)(CO)CN1CCC(n2nccc2NC(=O)C2CCOC2)CC1 (configuration not stated)	i	0.4
C#CCOCCOCCOCCNc1nc(N2CCN(C(=O)[C@H]([C@@H](C)CC)n3cc(CCC(=O)O)nn3)CC2)nc(N2CCN(C(=O)[C@H](Cc3ccc(O)cc3)n3cc(CCO)nn3)CC2)n1	i	1.0
O=C1Nc2ccccc2N=C(c2ccccc2)C1N(C(=O)c1ccnc2ccccc12)c1ccccc1 (configuration not stated)	i	0.8
O=C1NC[C@H](Cc2ccccc2)N(C[C@H]2CCCN2C[C@H](Cc2ccccc2)N2C[C@H](Cc3ccc(O)cc3)N(CC3CCCCCC3)C(=O)C2=O)C1=O	i	1.4
CC(=O)c1ccc2c3c(ccc([N+](=O)[O-])c13)CC2	i	0.2
C[C@@H]1CN([C@H](C)CO)S(=O)(=O)c2ccc(Br)cc2O[C@H]1CN(C)C(=O)C1CCCCC1	i	0.4
O=C(Nc1ccc(Cc2ccc(NC(=O)Nc3cccnc3)cc2)cc1)Nc1cccnc1	i	1.2
COc1cccc(N2CCN(C(=O)C3CCN(C(=O)Nc4ccccc4)CC3)CC2)c1	i	1.2

The list continues:
SMILES	Myeloid diff 2	Myeloid diff 2 GFP+ MAC1+ %
CC(O)(c1cccnc1)c1nc(-c2cccc(C(F)(F)F)c2)cs1 (configuration not stated)	i	0.8
COC(=O)[C@@]12C[C@@H](CC(=O)N3CCN(C(=O)C4CC4)CC3)C(=O)N(Cc3ccccc3)C1=CCC(C)(C)C2	i	1.5
CCOC(=O)[C@]12CCCC=C1N(Cc1ccc(Cl)cc1Cl)C(=O)[C@H](CC(=O)NCc1cccc(C(F)(F)F)c1)C2	i	1.0
O=C(Nc1c(-c2ccccc2)[nH][nH]c1=O)c1ccccc1	i	1.6
Cc1ccc(-c2nc3ccc(C)cn3c2Cc2ccccc2C(F)(F)F)cc1	i	0.3
Cc1ccc(NC(=O)C2(C)CCN2C(=O)Cc2ccc(C(C)(C)C)cc2)cc1C (configuration not stated)	i	0.7
CC(=O)Nc1c(C)ccc([N+](=O)[O-])c1C	i	1.0
CC(=O)Oc1ccc(N(C(C)=O)S(=O)(=O)c2ccccc2)c2ccccc12	i	0.6
S=c1ncc2[nH]c(=S)[nH]c2[nH]1	i	0.4
Cc1cccc(Cn2c(NC3CCCC3)nc3c2c(=O)[nH]c(=O)n3C)c1	i	0.4
O=C(NCc1ccc(Cl)c(Cl)c1)c1cc(C2CCCCN2C(=O)c2ccccc2)on1 (configuration not stated)	i	2.0
CC1(C2CC(=O)c3c(O)ccc(O)c3C2)OCCO1 (configuration not stated)	i	1.0
CN1OC[C@@H]2CN(C(=O)C(C)(C)C)[C@H](c3ccc(-n4ccnc4)cc3)C[C@@H]21	i	0.2
COc1ccccc1N(CC(=O)NCc1ccccc1)S(=O)(=O)c1cccs1	i	1.2
CCOc1ccccc1C=C1SC(=S)NC1=O	i	1.3
CC(O)(c1ccc(F)c(F)c1)c1nc(-c2csc3ccccc23)cs1 (configuration not stated)	i	0.5
OC(c1ccc(Cl)cc1)c1ncc(-c2ccc(Cl)cc2)[nH]1 (configuration not stated)	i	0.9
CC(=O)c1ccc(OCc2cn(CC(=O)c3ccc(O)cc3)nn2)cc1	i	0.5
CCOC(=O)C1(C)CCN1C(=O)c1ccc(OC)cc1OC (configuration not stated)	i	1.1
COc1cccc2sc(=NC(=O)CS(=O)(=O)c3ccccc3)n(C)c12	i	2.4
CCOC(=O)c1c(C)[nH]c(C(=O)N(C)CC(=O)Nc2ccc(OCC)c(OCC)c2)c1C	i	1.4
CCc1noc(C)c1C(=O)N(CC)CC(=O)NCc1ccc(F)cc1	i	1.8
C#CCOCCOCCOCCNc1nc(N2CCN(C(=O)[C@H]([C@@H](C)CC)n3cc(CCC(=O)O)nn3)CC2)nc(N2CCN(C(=O)[C@H](CCCCN)n3cc(CC(C)O)nn3)CC2)n1 (some centres not stated)	i	1.6
COc1ccc(CN2CCC(C(=O)NC(C)c3cccc4ccccc34)CC2)cc1 (configuration not stated)	i	0.5
CC1(C)CC(=Cc2cc(O)ccc2[N+](=O)[O-])C(=O)c2ccccc21	i	0.4
COc1cc(Cl)cc(/C=N\NC(=O)c2ccc3c(c2)OCO3)c1O	i	1.1

Gathered by group: the entries above containing two or more sulfur atoms
SMILES	Myeloid diff 2	Myeloid diff 2 GFP+ MAC1+ %
CS(=O)(=O)c1ccc(-c2csc(C(O)c3cccc(Cl)c3)n2)cc1 (configuration not stated)	i	0.8
CCOc1ccc(CCN2C(=S)N([C@@H](Cc3ccccc3)CN3CCC[C@@H]3CN3C(=S)NC[C@@H]3CC(C)C)C[C@@H]2Cc2ccccc2)cc1	?	nt
Oc1ccc(C[C@H]2CNC(=S)N2CC2CCCN2C[C@H](Cc2ccccc2)N2C[C@H](Cc3ccc(O)cc3)N(CCc3ccccc3)C2=S)cc1 (some centres not stated)	i	0.2
COc1ccc(-n2c(SCC(=O)Nc3cc(C)on3)nc3c(c2=O)SC(C)C3)cc1 (configuration not stated)	i	0.7
COc1ccc(S(=O)(=O)N2CCN(C(=O)Cc3ccsc3)CC2)cc1	i	1.3
S=c1ncc2[nH]c(=S)[nH]c2[nH]1	i	0.4
COc1ccccc1N(CC(=O)NCc1ccccc1)S(=O)(=O)c1cccs1	i	1.2
CCOc1ccccc1C=C1SC(=S)NC1=O	i	1.3
CC(O)(c1ccc(F)c(F)c1)c1nc(-c2csc3ccccc23)cs1 (configuration not stated)	i	0.5
COc1cccc2sc(=NC(=O)CS(=O)(=O)c3ccccc3)n(C)c12	i	2.4

Screening results as filed in PubChem.

Some of the compounds tested. The share of hits here may be higher or lower than overall.
